High-throughput results as filed in PubChem.
Abs 340nm = compounds absorbing at 340 nm. compound absorbance at 340 nm, fold over control. fold change at 10 µM. 65,000 tested, under 10 active;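 active = at 10 µM dose, initial 340 nm absorbance at least 2 fold that of control wells; inactive = change under 2 fold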;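 also: initial absorbance extrapolated from kinetic A340 decline of NADH oxidation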
CatB inh = inhibitors of human cathepsin B; P07858; purified cathepsin B, fluorogenic substrate, fluorescence; inhibition, %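 (tested at 10 µM)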; hit rate 0.1% among 63,000; AID 453; in the data active = inhibition above about 21%;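 also: 0% = enzyme with no compound and 100% = no enzyme blank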
CatL block = inhibitors of human cathepsin L | P07711 | purified cathepsin L, fluorogenic substrate, fluorescence | inhibition, %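 (tested at 10 µM)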 | hit rate 0.17% among 58,000 | AID 460; in the data active = inhibition above about 45%;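 also: 0% = enzyme with no compound and 100% = no enzyme blank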
Target sequence (P07711 114-288 limits assumed): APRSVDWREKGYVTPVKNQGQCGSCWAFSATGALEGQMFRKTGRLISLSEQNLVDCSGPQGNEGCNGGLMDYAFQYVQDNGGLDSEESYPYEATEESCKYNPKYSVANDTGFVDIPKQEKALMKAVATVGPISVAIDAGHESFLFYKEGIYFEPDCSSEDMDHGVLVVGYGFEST
Target sequence (P07711 292-333 limits assumed): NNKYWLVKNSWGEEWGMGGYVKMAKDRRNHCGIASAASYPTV
The depositor's hits bear a star.

SMILES	Abs 340nm	CatB inh	CatL block
Cc1cc(C)nc(N(C#N)CC(=O)N(c2ccccc2)C(C)C)n1	1	-2	21
CN1CCc2c(C#N)c(N3CCCCC3)nc(NCc3ccccc3)c2C1	1	2	-4
Cn1c(=O)c2c(nc(N3CCN(Cc4ccccc4)CC3)n2CC(=O)c2ccccc2)n(C)c1=O	1	1	8
OCCOCCNc1ncnc2c1cnn2-c1ccc(Cl)cc1	1	-1	2
COC(=O)c1ccc(CSc2ncnc3c2sc2nc(N4CCOCC4)c4c(c23)CCCC4)o1	1.1	1	-62
O=c1[nH]c2cnccc2n1-c1ccccc1	0.99	3	7
CC1(C)CC(=O)C(C=Nc2ccc(Cl)cn2)=C(O)C1	1.1	2	9
CCCc1cc(NCCN2CCOCC2)n2c(nc3ccccc32)c1C#N	1	-1	-203
COC(=O)c1n[nH]c2ccccc12	1	-1	5
CCC(NC(=O)Nc1ncccc1C)(C(F)(F)F)C(F)(F)F	1.1	0	-3
CCc1cc(=O)oc2cc(C)c(CN3CCCC3)c(O)c12	1	-4	5
CC1(C)Cc2c(sc3ncn4nnnc4c23)CO1	1	-5	-4
COc1ccc(-c2ncncc2-c2csc(C)n2)c(O)c1	1.1	8	3
CCOc1ccc(-n2c(SCc3ccc(C#N)cc3)nnc2-c2cccnc2)cc1	1	-3	8
Cc1ccc(C(C)C)c(OCCNc2nc3c(c(=O)n(C)c(=O)n3C)n2C)c1	1	0	0
O=C1[C@@H]2[C@H](C(=O)N1O)[C@H]1C=C[C@@H]2C1	1	-5	-5
CC(=O)c1cc2c(=O)c3ccccc3oc2nc1C	1.1	1	24
CCOP(=O)(c1ccccc1)C1(C#N)CCCC1 (centres undefined)	1	2	1
O=C(NCc1ccccn1)c1coc(=O)c(Br)c1	1.2	3	14
Cn1c(=O)[nH]c(=O)c2c1nc(Br)n2CCSc1nnnn1-c1ccccc1	1	-2	14
Cc1ccc(N2C(=O)CC(Cn3nc(C)cc3C)C2=O)cc1 (centres undefined)	1	3	11
COc1ccc[nH]c1=O	1	1	1
Cn1c(Cn2cnc(Cl)c2Cl)nc2ccccc21	1	1	37
COc1ccc(/C=N/n2cncn2)cc1CSc1ccccn1	1	1	5
N#Cc1c(SCC(N)=O)nsc1SCc1ccc(Cl)cc1	1	-2	14

The final 3 records of the section before come first, to join the parts.
SMILES	Abs 340nm	CatB inh	CatL block
Cn1c(Cn2cnc(Cl)c2Cl)nc2ccccc21	1	1	37
COc1ccc(/C=N/n2cncn2)cc1CSc1ccccn1	1	1	5
N#Cc1c(SCC(N)=O)nsc1SCc1ccc(Cl)cc1	1	-2	14
CCn1c(SCC(=O)O)nc2sc3c(c2c1=O)CCC3	1.1	0	28
COc1ccc(-c2cn3ccsc3n2)cc1	1	0	0
CN(C)/C=C1\N=C(c2cccs2)OC1=O	1.2	4	5
COc1ccc(OC)c(C2C(C(=O)c3sc(C)nc3C)=C(O)C(=O)N2CCN2CCOCC2)c1 (centres undefined)	1.1	-1	10
CCOCCN(C(=O)COC)c1cccc(OC)c1	1	2	-4
CC1(C)CC(=O)C(CCCN2C(=O)c3ccccc3C2=O)C(=O)C1	1	2	16
CCOC(=O)/C(C#N)=C1/SC(CCO)C(=O)N1c1ccccc1 (centres undefined)	1	2	12
Cc1onc(-c2ccccc2Cl)c1C(=O)N1CCN(c2nc3ccccc3s2)CC1	1	2	6
CCOc1nc(Oc2cccc(C(=O)O)c2)nc(Oc2cccc(C(=O)O)c2)n1	1	-1	5
COc1ccc(C(=O)c2oc3nc(C)cc(C)c3c2N)cc1	1.1	-1	3
COc1ccc(Nc2oc(-c3cccs3)nc2C#N)cc1	1.1	3	-76
CC1(C)Cc2c(sc3c4nnnn4c4nnnn4c23)CO1	1	-1	-6
Clc1ccc(SCc2cn3ccsc3n2)cc1	0.98	0	-3
CC1(C)CC(=O)C2=C(C1)N(Cc1ccco1)C(=O)C2(NC(=O)c1cccnc1)C(F)(F)F (centres undefined)	1	-2	-1
COC(=O)C(NC(C)=O)(Nc1ccccc1)C(=O)OC	1	2	-1
Oc1c(C=NCc2ccncc2)sc2ccccc12	1	-4	3
CCCCc1c(C)nn(-c2nnc3c4ccccc4n(C)c3n2)c1C	1.1	0	94*
COc1cc(/C=N/O)ccc1OCc1ccc(C(=O)O)cc1	1.1	2	6
CCN1CCc2c(C#N)c(NCc3ccccc3)nc(NCCO)c2C1	1.1	1	-57
Cc1nc2c(=O)n(C)c(=O)[nH]c2n1Cc1ccccc1	0.99	6	25
Cc1c(Cl)c(C(F)(F)F)nn1CC(=O)N1CCSCC1	1	0	30
Clc1ccccc1-c1nn2c(-c3ccccn3)nnc2s1	1	3	-14
CN(C)c1nc2n(c(=S)n1)CCS2	1	2	-4
CSc1nc2sc3c(c2c(=O)n1C1CCCCC1)CCN(C)C3	1	3	18
Cc1cc(=O)oc(C)c1C(=O)NC12CC3CC(CC(C3)C1)C2	1	6	-2

Molecules above that contain two or more sulfur atoms (six):
SMILES	Abs 340nm	CatB inh	CatL block
COC(=O)c1ccc(CSc2ncnc3c2sc2nc(N4CCOCC4)c4c(c23)CCCC4)o1	1.1	1	-62
N#Cc1c(SCC(N)=O)nsc1SCc1ccc(Cl)cc1	1	-2	14
CCn1c(SCC(=O)O)nc2sc3c(c2c1=O)CCC3	1.1	0	28
Clc1ccc(SCc2cn3ccsc3n2)cc1	0.98	0	-3
CN(C)c1nc2n(c(=S)n1)CCS2	1	2	-4
CSc1nc2sc3c(c2c(=O)n1C1CCCCC1)CCN(C)C3	1	3	18

4 compounds picked at random from the list so far, as already listed:
SMILES	Abs 340nm	CatB inh	CatL block
CCOc1nc(Oc2cccc(C(=O)O)c2)nc(Oc2cccc(C(=O)O)c2)n1	1	-1	5
COc1ccc(Nc2oc(-c3cccs3)nc2C#N)cc1	1.1	3	-76
Cc1cc(=O)oc(C)c1C(=O)NC12CC3CC(CC(C3)C1)C2	1	6	-2
CCn1c(SCC(=O)O)nc2sc3c(c2c1=O)CCC3	1.1	0	28

New compounds follow.
SMILES	Abs 340nm	CatB inh	CatL block
Cc1ccc(OCC(=O)N2CCC(N3CCCCCC3)CC2)cc1	1	3	12
Cn1c(=O)c2c(nc(OCc3cccnc3)n2Cc2ccccc2)n(C)c1=O	1	0	19
Cc1cc(=O)oc2ccc(OCC(=O)N3CCc4ccccc43)cc12	1	0	3
Cc1cc(=O)oc(C)c1C(=O)N[C@@H]1CCCCNC1=O	1	3	0
COC(=O)c1ccc(=O)n(Cc2ccco2)c1	1	-1	-4
C=CCn1c(-c2ccccc2)n[nH]c1=S	1	5	34
Cn1ncc2nnn(-c3ccccc3)c(=O)c21	1	1	24
CC12CN3CC(C)(CN(C1)C3c1ccc(Br)cc1O)C2 (centres undefined)	1	2	13
O=C1CC(NCc2ccc3c(c2)OCO3)C(=O)N1Cc1ccc2c(c1)OCO2 (centres undefined)	1	0	0
Cc1[nH]c2ccc3c(ncn3CCC#N)c2c1C	1	1	3
Cn1c(=O)c2c(nc(N3CCC(C(N)=O)CC3)n2CCSc2nc3ccccc3s2)n(C)c1=O	0.93	3	9
CCSc1nc2sc3c(c2c2nnc(SCC(=O)NCc4ccco4)n12)CCCC3	1.1	2	-3
CC12CN3CC(C)(CN(C1)C3c1ccc(Cl)cc1Cl)C2O (centres undefined)	1	6	-4
COc1cc(C)nc(Oc2ccc(OCCOc3ccc(C)cc3)nn2)n1	1	6	-5
COc1cccc(C2/C(=C(\O)c3ccc4c(c3)OCCO4)C(=O)C(=O)N2CCN(C)C)c1 (centres undefined)	1.1	-3	-3
COc1cccc(-c2nnc3sc(-c4ccco4)nn23)c1	1	4	30
Cc1ccc(-n2ncc3c(NCc4ccc5c(c4)OCO5)ncnc32)c(C)c1	1	-2	-4
CC1CN(c2oc(-c3ccccc3Cl)nc2C#N)CC(C)O1 (centres undefined)	1.1	1	-6
Cc1ccc2cc(CNC(C)C)c(=O)[nH]c2c1	1.1	8	-6
COCC(C)Nc1ncnc2c1cnn2-c1ccc(Cl)cc1 (centres undefined)	1	1	0
COC(=O)/C=c1/s/c(=C(\C#N)C(=O)NCc2ccco2)n(-c2ccccc2)c1=O	1	0	0
CCCCCOc1ccccc1C(=O)NCCCC(=O)O	0.98	1	18
O=C(CC(c1ccco1)S(=O)(=O)c1ccccc1)c1ccc(F)cc1 (centres undefined)	1.1	-3	5
CC(C)N1CCc2c(sc(N)c2C#N)C1	1.1	-1	11
Oc1ccc2ccccc2c1C=NC12CN3CCN(CN(C3)C1)C2	1.1	6	-7
CC12CCC(=O)N1c1c(sc3nc(N4CCOCC4)c4c(c13)CCCC4)C(=O)N2 (centres undefined)	1.1	-2	-217
CCCCCOc1ccccc1C(=O)NCC(=O)O	1	4	1

This is a subset (hit frequency here may not be typical).
